KCNH2 3.1 block – blocks the human KCNH2 3.1 channel isoform | activity change, % (tested at about 1.8 µM) | U2OS KCNH2 3.1, thallium flux FluxOr; hits give low values | 340,000 tested, 0.95% active;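 active = maximum activity change below -70%; inconclusive = maximum activity change from -70% to -50%; inactive = maximum activity change above -50%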;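 note: thallium influx rate constant from kinetic fluorescence after stimulation buffer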
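Channel expression came from 3.1 mutant virus (1.77 x 10^8 /mL) applied to suspended U2OS cells for 4 h. Flux was tracked with FluxOr dye plus Red40 quencher, and kinetic rate constants normalized to controls.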
Giardia kill – kills Giardia lamblia | Giardia lamblia trophozoite viability | activity change, % at 7.66 µM, hits read low | 340,000 tested, 0.15% active | AID 540267; in the data active = activity change below about -80%; inconclusive = between about -30% and that limit;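 note: parasites exposed to compound for two days anaerobically before the ATP read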
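Giardia trophozoites, 100 cells per well, were exposed to compounds for 48 hrs at 37 deg C under anaerobic conditions; viability was then read as ATP content by bioluminescence after 15-30 min at room temperature.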
USP2a inh – inhibitors of human ubiquitin-specific protease USP2a. O75604. USP2 core, Ub-CHOP2 coupled fluorogenic reporter, 485/531. Potency, µM (highest dose often 38.3 µM), for the others: at the top dose activity change, negative = inhibition, hits mostly inhibitors. 330,000 tested, 0.01% active;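 note: potency is the fitted concentration of half-maximal effect; plate controls were DMSO wells for no effect and full inhibition by NEM control for full effect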
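USP2 core (10nM final) preincubated 30min RT with compound in 20mM Tris-HCl pH 8.0, 2mM CaCl2, 2mM beta-mercaptoethanol, 0.05% CHAPS; 25nM Ub-CHOP2 plus 25nM reporter substrate added, fluorescence (Ex485/Em531) read after 60min.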
uPA surface inh – inhibitors of cell surface uPA generation; Potency, µM (top dose mostly 38.3 µM), for the others: top-dose activity change, negative = inhibition, usual class: inhibitors; 330,000 tested, 0.31% active; cell surface uPA generation assay, qHTS; active = well fitted inhibition curve with a large enough effect; inconclusive = small, poorly fitted or top-dose-only effect; inactive = no such curve, though single readings can be large or run the other way; tested in mouse RAW 264.7 cells; note: potency is the fitted concentration of half-maximal effect; nearly all actives have a fitted effect of over 55% in size
FBPA coupling cs – counter-screen for Giardia aldolase inhibitors: coupling enzyme system; activity change, negative = inhibition, % at 58.2 µM, hits read low; 290,000 tested, 0.67% active; coupling enzyme system counterscreen, AmpLite Red fluorescence; AID 2472; in the data active = activity change below about -30%
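Counterscreen of the coupled detection system alone, without aldolase: glyceraldehyde-3-phosphate coupling enzymes plus AmpLite Red readout. Compounds at 57.5 uM final, 10 min RT preincubation, 20 min RT reaction, fluorescence 525/598 nm.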
GALK inh – inhibitors of human galactokinase | P51570 | Purified GALK, Kinase-Glo residual ATP luminescence | Potency, µM (top dose mostly 57.5 µM), for the others: at the highest dose activity change, negative = inhibition, most hits filed as inhibitors | 270,000 tested, 0.007% active | AID 1868; note: potency is the fitted concentration of half-maximal effect
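Luminescence from leftover ATP (Ultra-Glo luciferase/luciferin) served as read-out after a 1 h room-temperature reaction of 5 nM GALK with 35 uM ATP and 100 uM galactose.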
Chronic BCR inh – blocks chronic active B-cell receptor signaling; ABC-DLBCL IkBa-CBG/CBR reporter, luminescence ratio, 4 h; Potency, µM (top dose mostly 46.1 µM), inactives show top-dose ratio change, negative = lower green/red ratio, hits mostly inhibitors; 340,000 tested, 0.05% active; active = well fitted inhibition curve with a large enough effect in the signal ratio, with a control signal flat, not every such curve was filed as active; inconclusive = small, poorly fitted or top-dose-only effect, or effect the other way, or a change in a side signal; the % refers to the signal ratio;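 note: potency is the fitted concentration of half-maximal effect; plate controls were basal doxycycline-induced cells for no effect and cells given 10 µM MG132 for full effect; MG132 reads +100%, hits lower the ratio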
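Doxycycline induced both beetle luciferases in TMD8 lymphoma cells; IKK-driven degradation limits the IkappaBalpha-fused green signal, while red luminescence normalises for cell number and nonspecific effects. Compounds tested up to 46 uM, 4 hrs.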
B2AR arrestin – recruits beta-arrestin to the human beta2-adrenergic receptor. P07550. Potency, µM (doses to about 46.1 µM), inactives show top-dose activation, actives largely listed as activators. beta-arrestin recruitment to beta2AR, cell-based reporter. 330,000 tested, 0.02% active;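 note: potency is the fitted concentration of half-maximal effect; 0% = DMSO controls and full agonism = EC100 isoproterenol or metaproterenol; nearly all actives have a fitted effect of over 65% in size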
PKM2 activator – PKM2 (human) enzyme activation; P14618; purified PKM2, Kinase-Glo ATP luminescence, activation; response scale: 0% is enzyme alone, no compound; Potency, µM (titrated, usually from 57.5 µM), for inactives: at the highest dose activation, actives largely listed as activators; 260,000 tested, 0.34% active; AID 1631; note: potency is the fitted concentration of half-maximal effect; nearly all actives have a fitted effect of over 55% in size
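hPK-M2, >95% pure; 0.1 mM ADP / 0.5 mM PEP final; imidazole pH7.2 buffer w/ 7 mM MgCl2, 50 mM KCl; 1 h RT; Kinase-Glo lum. Intermediate enzyme activity for dual inhibitor/activator qHTS.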
Eya2 inh – blocks the phosphatase activity of human Eya2; O00167; recombinant Eya2, OMFP fluorescence dephosphorylation (OMFP is methylfluorescein phosphate); Potency, µM (top dose mostly 76.9 µM), for inactives: top-dose activity, negative = inhibition, usual class: inhibitors; 330,000 tested, 0.006% active; note: potency is the fitted concentration of half-maximal effect
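Eya2 (0.2 uM) preincubated 10 min at ambient with compound, then OMFP substrate added at 50 uM; 10 min reaction in 50 mM HEPES pH 7.5, 50 mM NaCl, 5 uM MgCl2, 0.05% BSA, 1 mM DTT. Fluorescence read at Ex 485/Em 525 nm.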
KCNH2 WT inh – blocks the wildtype human KCNH2 potassium channel. Q12809. 340,000 tested, 0.37% active. activity change, % at 1.84 µM. U2OS, BacMam KCNH2, thallium flux FluxOr; hits give low values;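 active = maximum activity change below -70%; inconclusive = maximum activity change between -70% and -50%; inactive = maximum activity change above -50%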
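U2OS cells were transduced with wild-type KCNH2 virus (2.03 x 10^8 / mL) for 4 h at room temperature, then cultured overnight at 37 C. Thallium flux was read with FluxOr dye. Rate constants were normalized to DMSO controls.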
Starred values were filed as active, the others as inactive; ? = inconclusive; nt = no result given; [ ] = dose if it differs, or a comment. Unless noted, calls come from the whole dose curve; as a rule, active = well fitted curve in the direction sought with a large enough effect; inconclusive = small, poorly fitted or top-dose-only effect, or another doubt; inactive = no such curve, though single readings can be large; an effect the other way counts as inactive or inconclusive. Unless noted, % is set by controls: 0 for no effect and ±100 for the full control effect.

SMILES	KCNH2 3.1 block	Giardia kill	USP2a inh	uPA surface inh	FBPA coupling cs	GALK inh	Chronic BCR inh	B2AR arrestin	PKM2 activator	Eya2 inh	KCNH2 WT inh
COC(=O)c1[nH]c2c(c1C)C(=O)CC(c1cc(OC)c(OC)c(OC)c1)C2 (stereo unspecified)	-12	-4	4%	-25%	5	0%	2%	0.2%	nt	-3%	-19
OCc1cn(-c2ccccc2)nc1-c1cc2ccccc2o1	8	-10	-5%	-6%	-16	2%	?	-0.5%	2%	-12%	-7
COC(=O)c1nn(-c2ccccc2)c(-c2ccccc2)c1C(=O)c1ccccc1	0	-3	-1%	-3%	4	0%	?	-0.7%	2%	-13%	-5
Cc1cc[n+](-c2[nH]c(=O)sc2/C=N/N=C(\[O-])c2ccccc2)cc1	3	-5	2%	3%	7	-1%	?	-0.4%	1%	-3%	-2
Cc1ccccc1NC(=O)c1nnn(-c2ccc3c(c2)OCCO3)c1N	-1	-2	0%	0%	2	4%	?	-0.4%	nt	1%	-7
O=C(COC(=O)Cc1cccs1)Nc1ccccc1Cl	-16	-1	-1%	1%	0	0%	-4%	-1.2%	2%	3%	-4
Cc1ccc2c(C(=O)CN3CCC4(CC3)OCCO4)c(C)[nH]c2c1	-2	1	-1%	-5%	5	0%	?	-0.8%	-1%	8%	-7
COc1ccc(Nc2ccncc2[N+](=O)[O-])cc1	9	-23	1%	1%	3	0%	?	-0.2%	-1%	2%	8
Cc1ccc(CN2C3=NCCCN3c3ccccc32)cc1	-10	55[activator]	-4%	-10%	0	1%	5%	-0.8%	-1%	15%	24
COCCNC(=O)COc1ccc(C)cc1C(=O)c1cc(C#N)c(=O)n(C2CC2)c1	5	8	1%	-1%	1	-2%	-5%	0.2%	0%	-5%	2
COc1cccc(NS(=O)(=O)c2cc(C)ccc2OC)c1	8	5	0%	-3%	-4	-3%	8%	0.1%	14%	-23%	4
CCc1noc(C)c1C(=O)N1CCN(S(=O)(=O)c2ccc(Cl)s2)CC1	6	-13	0%	-6%	nt	nt	-7%	-0.6%	nt	1%	3
Cc1ccc2nc(C)c3c(c2c1)N(c1ccc(F)cc1)CC3	-33	-9	-1%	-2%	0	4%	0%	0.4%	-5%	-2%	9
Cc1ccc(NS(=O)(=O)c2ccc3c(c2)NC(=O)CO3)cc1	-12	-10	0%	12%	nt	-3%	-25%	-0.5%	nt	8%	-9
O=C(O)c1ccc(COc2c(F)c(F)c(F)c(F)c2F)o1	-5	10	1%	nt	12	-2%	?	-0.2%	2%	-23%	-12
CCOc1ccc(NC(=O)Nc2nc(SCC)ns2)cc1	-2	-21	0%	-1%	0	-1%	?	-0.2%	0%	0%	5
O=C(NCCN1C(=O)S/C(=C\c2cccnc2)C1=O)c1ccc(S(=O)(=O)N2CCCC2)cc1	15	10	-11%	-5%	-2	-1%	-21%	-0.1%	?	7%	5
COc1ccc(OC)c(Cc2nnc(CCC(=O)NCc3nc4ccccc4s3)o2)c1	6	5	-7%	0%	-10	5%	-22%	-0.4%	-10%	4%	-9
CN(C(=O)COC(=O)c1cc(S(=O)(=O)N2CCOCC2)ccc1F)C1CCS(=O)(=O)C1 (stereo unspecified)	3	13	-1%	3%	nt	nt	-3%	-0.3%	nt	9%	3
CC(=O)Oc1cc2oc(=O)cc(C)c2cc1Cl	22	17	-1%	5%	-3	-6%	5%	0.1%	-1%	-1%	11
CC(C)(C)c1ccc(OCC(=O)NN2Cc3ccccc3C2=N)cc1	-8	7	1%	-6%	1	10%	?	0.0%	0%	-3%	2
COc1ccc(-c2nnc(SC(C)C(=O)Nc3nccs3)n2-c2ccccc2)cc1OC (stereo unspecified)	28	-8	2%	-2%	2	-3%	?	-0.2%	-1%	-4%	-8
Cc1oc(-c2ccc(F)cc2)nc1CN1CCCC(C(=O)N2CCOCC2)C1 (stereo unspecified)	9	-16	-1%	-3%	1	nt	?	0.1%	0%	-22%	-7
Cc1ccc(C(O)P(=O)(OCCC(C)C)c2ccc(N(C)C)cc2)cc1 (stereo unspecified)	12	19	-1%	2%	-1	-2%	-1%	-0.1%	nt	-14%	1
O=[N+]([O-])c1ccc2nc(CCCc3nc4ccc([N+](=O)[O-])cc4[nH]3)[nH]c2c1	-10	15	2%	1%	-1	1%	1%	-0.1%	-1%	-5%	-11
Cc1cc([N+](=O)[O-])nn1CC(=O)NCCc1c[nH]c2ccccc12	0	3	1%	5%	0	1%	0%	-0.3%	2%	-1%	-1
COc1ccc(C(=O)CCC(=O)Nc2ccc(Cl)cc2)cc1	-8	11	2%	-22%	0	3%	-2%	0.6%	-15%	4%	9
Cc1ccc(NC(=O)CNc2ccc(Cl)c(Cl)c2)cc1S(=O)(=O)N(C)C	-13	-1	0%	-6%	0	1%	?	3.2%	2%	-8%	-4
CSc1ccccc1NC(=O)Nc1ccccc1	-24	2	-1%	-3%	0	0%	?	-0.1%	-16%	-1%	-18
COc1cccc(N=CC2=C(O)CC(C)(C)CC2=O)c1	-13	-3	-3%	-6%	-2	nt	?	-1.7%	-9%	9%	-6

As a short view, some entries already given:
SMILES	KCNH2 3.1 block	Giardia kill	USP2a inh	uPA surface inh	FBPA coupling cs	GALK inh	Chronic BCR inh	B2AR arrestin	PKM2 activator	Eya2 inh	KCNH2 WT inh
O=[N+]([O-])c1ccc2nc(CCCc3nc4ccc([N+](=O)[O-])cc4[nH]3)[nH]c2c1	-10	15	2%	1%	-1	1%	1%	-0.1%	-1%	-5%	-11
Cc1cc([N+](=O)[O-])nn1CC(=O)NCCc1c[nH]c2ccccc12	0	3	1%	5%	0	1%	0%	-0.3%	2%	-1%	-1
COc1ccc(C(=O)CCC(=O)Nc2ccc(Cl)cc2)cc1	-8	11	2%	-22%	0	3%	-2%	0.6%	-15%	4%	9
Cc1ccc(NC(=O)CNc2ccc(Cl)c(Cl)c2)cc1S(=O)(=O)N(C)C	-13	-1	0%	-6%	0	1%	?	3.2%	2%	-8%	-4
CSc1ccccc1NC(=O)Nc1ccccc1	-24	2	-1%	-3%	0	0%	?	-0.1%	-16%	-1%	-18
COc1cccc(N=CC2=C(O)CC(C)(C)CC2=O)c1	-13	-3	-3%	-6%	-2	nt	?	-1.7%	-9%	9%	-6

Continued:
SMILES	KCNH2 3.1 block	Giardia kill	USP2a inh	uPA surface inh	FBPA coupling cs	GALK inh	Chronic BCR inh	B2AR arrestin	PKM2 activator	Eya2 inh	KCNH2 WT inh
Cc1ccc2c(c1)C1(OCCCO1)C(=O)N2CC#N	3	0	-3%	-1%	-4	5%	-4%	-1.1%	0%	10%	-1
Cc1[nH]nc(SCC(=O)N(C)c2ccccc2)c1[N+](=O)[O-]	6	-12	1%	9%	1	-1%	14%	0.1%	5%	15%	-6
CCn1c(NC(=O)c2ccc(F)cc2)c2ccccc2nc1=O	18	1	5%	-11%	-9	-1%	?	-0.2%	0%	8%	-2
O=C(COc1ccc(C(=O)c2ccccc2)cc1)NC1CCCCC1	3	17	-1%	8%	0	1%	-4%	-0.4%	7%	-3%	-11
COc1ccc(C)cc1NC(=O)c1cc(S(=O)(=O)N2CCOCC2)cn1C	12	1	-1%	18%	0	nt	10%	0.0%	-1%	-13%	-2
COc1cccc(NC(=O)C(C)Oc2ccccc2)c1 (stereo unspecified)	-6	2	0%	4%	5	0%	?	0.8%	-13%	35%[15.4 µM]	4
COc1cccc(C2NC(=S)NC(C)=C2C(=O)c2ccccc2)c1OC (stereo unspecified)	0	6	0%	-14%	6	0%	?	0.1%	11%	6%	9
O=c1cc(N2CCCCCC2)[nH]c(=O)n1-c1ccccc1Cl	5	-25	0%	-10%	2	8%	0%	-0.1%	0%	-1%	-8
Cc1cccc(N2CN(Cc3ccco3)CNC2=S)c1	6	2	1%	3%	0	0%	4%	0.3%	-14%	-8%	8
COc1ccc(NC(=O)c2ccc(NC(=O)CCS(=O)(=O)c3cccs3)cc2)cc1	0	-4	2%	-5%	-1	-4%	0%	0.1%	0%	-2%	-1
COc1ccc(C(=O)NCCn2cc(SCC(N)=O)c3ccccc32)cc1	14	-7	2%	-7%	-1	-1%	-3%	0.3%	1%	2%	-11

Source: PubChem BioAssay
